Bioassay records from PubChem.
ADAM10 inh: ADAM10 inhibition, QFRET primary screen. O14672. 370,000 compounds, 0.62% hits. AID 720582. inhibition, % at 7 µM. recombinant ADAM10, EDANS/DABCYL FRET peptide cleavage, 3 h;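 active = inhibition above a per-campaign cutoff equal to the mean of compounds falling between control-based bounds plus 3 SD, cut at about 20% in these data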;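 also: 0% = DMSO wells while the 100% control is not disclosed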
ssDAF-12 act: activators of S. stercoralis DAF-12 nuclear receptor | 370,000 compounds, 1% hits | activation, % at 6.8 µM | HEK293 ssDAF-12/GRIP1 lit1-tk-luc reporter, luminescence; % of 3 µM dafachronic acid response;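 active = activation above the mean over all tested compounds plus 3 SD, cut at about 0.9% in these data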;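 also: 0% = DMSO-only wells and 100% = 3 µM delta7-dafachronic acid wells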
DAX1 inh-1: NR0B1 (DAX1) inhibition; HEK293 Gal4-DAX1 luciferase reporter, luminescence; inhibition, % at 6.75 µM; 340,000 compounds, 0.99% hits; AID 504766;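 active = inhibition above the mean over all tested compounds plus 3 SD, cut at about 4.2% in these data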;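 also: 0% = DAX1-transfected cells with DMSO and 100% = empty-vector control cells with DMSO; inhibition shows as a rise in luminescence from relieved DAX1 repression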
FXN GAA850 act: activators of GAA850 frataxin (FXN) promoter; HEK293 lucGAA850 FXN promoter luciferase reporter, 24 h; percent of 10 µM SAHA response; activation, % at 6 µM; 360,000 compounds, 0.56% hits;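 active = activation above the average of all compounds screened plus 3 SD, cutoff fixed separately per campaign, cut at about 7.5% in these data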;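 also: 0% = DMSO wells and 100% = 10 µM SAHA wells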
NPR1 activator: GC-A (human) enzyme activation; 370,000 compounds, 0.14% hits; HEK293 GC-A cells, cGMP TR-FRET, EC30 ANP; 0% at EC30 ANP, 100% saturating ANP; AID 1671463; activation, % at 10 µM; in the data active = activation above about 40%
HGIII-sPLA2 inh: Inhibits HGIII-sPLA2 liposome hydrolysis, primary screen; AID 743126; inhibition, % at 12.2 µM; QFRET BODIPY PC-A2 liposome hydrolysis, fluorescence; 370,000 compounds, 0.56% hits;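 active = inhibition above mean plus 3 SD of compounds lying within the high and low control bounds, cut at about 19% in these data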;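 also: 0% = median of test compound wells and 100% = no enzyme DMSO wells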
DAX1 inh-2: blocks DAX1 repression of SF-1 activated StAR promoter; inhibition, % at 6.8 µM; HEK293T StAR-luciferase reporter, SF-1/DAX-1 repression relief; AID 652010; 370,000 compounds, 1.1% hits;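 active = inhibition above the mean over all tested compounds plus 3 SD, cut at about 3.6% in these data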;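 also: 0% = DAX-1 cells with DMSO and 100% = cells lacking DAX-1 with DMSO; higher inhibition means more luminescence from relief of DAX-1 repression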
hcDAF-12 act: H. contortus DAF-12 activation, primary screen | HEK293 hcDAF-12 lit1-tk-luc reporter, luminescence; 0% DMSO, 100% Δ7-dafachronic acid | 370,000 compounds, 1.4% hits | AID 652067 | activation, % at 6.8 µM;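 active = activation above the mean of all tested compounds plus 3 SD, cut at about 5.5% in these data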;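 also: 100% = response to 3 µM Δ7-dafachronic acid high control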
GC-B act: GC-B (human) receptor activation | P20594 | HEK293-GC-B cells, CNP EC30, cGMP TR-FRET; 0% at EC30 CNP, 100% saturating CNP | activation, % at 10 µM | 370,000 compounds, 0.11% hits | AID 1920062;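 active = activation at 10 µM reaching about 35% in either raw or pattern-adjusted values, limit read from the data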
Target sequence (P20594 whole entry, looked up): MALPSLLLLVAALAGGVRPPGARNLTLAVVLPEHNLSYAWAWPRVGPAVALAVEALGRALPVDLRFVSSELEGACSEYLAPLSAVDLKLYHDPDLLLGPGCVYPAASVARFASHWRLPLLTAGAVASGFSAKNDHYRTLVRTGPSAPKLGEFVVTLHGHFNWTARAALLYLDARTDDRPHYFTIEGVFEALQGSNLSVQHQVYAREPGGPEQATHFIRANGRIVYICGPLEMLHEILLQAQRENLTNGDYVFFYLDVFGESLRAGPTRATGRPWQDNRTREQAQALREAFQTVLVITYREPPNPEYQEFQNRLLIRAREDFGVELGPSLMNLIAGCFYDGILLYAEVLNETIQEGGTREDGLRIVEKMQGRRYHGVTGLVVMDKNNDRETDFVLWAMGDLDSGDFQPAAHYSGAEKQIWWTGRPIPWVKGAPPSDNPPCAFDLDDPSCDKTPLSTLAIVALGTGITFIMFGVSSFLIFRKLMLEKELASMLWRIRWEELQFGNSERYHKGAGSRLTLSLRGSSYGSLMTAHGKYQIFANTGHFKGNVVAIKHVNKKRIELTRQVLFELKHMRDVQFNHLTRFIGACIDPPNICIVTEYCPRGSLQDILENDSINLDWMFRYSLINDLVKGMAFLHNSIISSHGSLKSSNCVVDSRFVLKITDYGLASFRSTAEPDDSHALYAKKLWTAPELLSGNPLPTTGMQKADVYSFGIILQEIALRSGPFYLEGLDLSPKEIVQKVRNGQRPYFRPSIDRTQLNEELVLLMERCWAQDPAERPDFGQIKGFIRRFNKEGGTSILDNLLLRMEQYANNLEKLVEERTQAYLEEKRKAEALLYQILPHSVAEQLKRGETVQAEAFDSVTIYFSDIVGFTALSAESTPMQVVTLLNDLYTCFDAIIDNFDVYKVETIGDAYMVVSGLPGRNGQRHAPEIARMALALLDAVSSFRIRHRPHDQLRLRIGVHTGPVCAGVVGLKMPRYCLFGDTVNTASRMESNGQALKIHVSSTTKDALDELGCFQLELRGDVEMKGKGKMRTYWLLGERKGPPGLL
hgDAF-12 ag: activates the H. glycines DAF-12 receptor ligand-binding domain | HEK293 GAL4-hgDAF12 UAS-luciferase reporter, agonist luminescence; normalized to butyrate control | activation, % at 6.8 µM | 370,000 compounds, 1.8% hits | AID 687014;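 active = activation above a cutoff set at the mean of all screened compounds plus 3 SD, cut at about 10% in these data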;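 also: 0% = DMSO wells and 100% = sodium butyrate wells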
SMARCA2 act: SMARCA2 function activation, primary screen; 370,000 compounds, 1% hits; MG213 cells, MMTV-luciferase reporter, dexamethasone, overnight; activation, % at 9.1 µM; AID 652017; in the data active = activation above about 7.8%;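 also: 0% = vehicle wells and 100% = reference activator wells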
Starred values were filed as active, the others as inactive.

How did CC(=O)OCC1OC(n2c(-c3ccc(Cl)cc3)ccc(C#N)c2=S)C(OC(C)=O)C(OC(C)=O)C1OC(C)=O (centres undefined) do in these assays?
ADAM10 inh: -13; ssDAF-12 act: -1.2; DAX1 inh-1: 2.0; FXN GAA850 act: -2.7; NPR1 activator: 18; HGIII-sPLA2 inh: 0; DAX1 inh-2: -0.7; hcDAF-12 act: 2.0; GC-B act: -9; hgDAF-12 ag: -1.1; SMARCA2 act: -1

What do the screens show for `O=C(Nc1ccccc1C(=O)N1CCN(Cc2ccccc2)CC1)c1ccccn1`?
ADAM10 inh: 0; ssDAF-12 act: -1.4; DAX1 inh-1: -0.1; FXN GAA850 act: 0.7; NPR1 activator: -2; HGIII-sPLA2 inh: -2; DAX1 inh-2: -0.6; hcDAF-12 act: -1.9; GC-B act: 6; hgDAF-12 ag: 0.5; SMARCA2 act: 0

How did CC(C)[C@@H]1NC(=O)N(c2ccc(Oc3ccccc3)cc2)C1=O do in these assays?
ADAM10 inh: -6; ssDAF-12 act: -1.4; DAX1 inh-1: 1.5; FXN GAA850 act: 0.1; NPR1 activator: -4; HGIII-sPLA2 inh: -8; DAX1 inh-2: -1.3; hcDAF-12 act: -1.2; GC-B act: 6; hgDAF-12 ag: 1.3; SMARCA2 act: 0

What do the screens show for `Cc1cc(=O)oc2cc(OCC(=O)N3CC(=O)Nc4ccccc43)c(Cl)cc12`?
ADAM10 inh: -301; ssDAF-12 act: -1.0; DAX1 inh-1: -1.2; FXN GAA850 act: 0.3; NPR1 activator: -3; HGIII-sPLA2 inh: -6; DAX1 inh-2: -1.4; hcDAF-12 act: -0.4; GC-B act: -7; hgDAF-12 ag: 2.3; SMARCA2 act: 0

Results for Cc1cc(C)c2nc(/N=C(\N)NC(=O)c3ccccc3)nc(C)c2c1 ?
ADAM10 inh: -16; ssDAF-12 act: -0.2; DAX1 inh-1: 2.5; FXN GAA850 act: 2.9; NPR1 activator: 0; HGIII-sPLA2 inh: -2; DAX1 inh-2: 1.5; hcDAF-12 act: 6.9*; GC-B act: -5; hgDAF-12 ag: 4.9; SMARCA2 act: 5

How did CN(CC(=O)Nc1ccc(F)cc1)CC(=O)Nc1ccc(F)c(F)c1F do in these assays?
ADAM10 inh: -9; ssDAF-12 act: -1.1; DAX1 inh-1: -0.7; FXN GAA850 act: -0.3; NPR1 activator: 1; HGIII-sPLA2 inh: 1; DAX1 inh-2: 0.0; hcDAF-12 act: 0.2; GC-B act: 3; hgDAF-12 ag: 2.1; SMARCA2 act: -5

How did CCOC(=O)N1CCN(C(=O)c2ccc(S(=O)(=O)Nc3ccc(C)cc3)cc2)CC1 do in these assays?
ADAM10 inh: -7; ssDAF-12 act: -1.6; DAX1 inh-1: -2.5; FXN GAA850 act: 1.5; NPR1 activator: -3; HGIII-sPLA2 inh: -8; DAX1 inh-2: -3.6; hcDAF-12 act: -0.5; GC-B act: -2; hgDAF-12 ag: -4.6; SMARCA2 act: -6

Results for Cc1cccc(NC(=S)N=Nc2c(O)n(C)c3ccc(S(=O)(=O)N4CCOCC4)cc23)c1 ?
ADAM10 inh: 2; ssDAF-12 act: -1.4; DAX1 inh-1: -0.7; FXN GAA850 act: -0.3; NPR1 activator: -4; HGIII-sPLA2 inh: 8; DAX1 inh-2: -0.3; hcDAF-12 act: -1.2; GC-B act: -3; hgDAF-12 ag: 5.3; SMARCA2 act: -3

What do the screens show for `CCc1ccc(/C=N/n2c(COc3ccccc3)n[nH]c2=S)cc1`?
ADAM10 inh: 1; ssDAF-12 act: -0.9; DAX1 inh-1: 0.9; FXN GAA850 act: -0.6; NPR1 activator: -1; HGIII-sPLA2 inh: 8; DAX1 inh-2: -0.1; hcDAF-12 act: 0.3; GC-B act: -2; hgDAF-12 ag: -0.5; SMARCA2 act: 1

What do the screens show for `C[C@@H]1CN([C@H](C)CO)C(=O)c2cc(Br)cnc2O[C@H]1CN(C)C(=O)CC1CC1`?
ADAM10 inh: -7; ssDAF-12 act: -0.9; DAX1 inh-1: 0.4; FXN GAA850 act: -1.0; NPR1 activator: 0; HGIII-sPLA2 inh: 6; DAX1 inh-2: -1.2; hcDAF-12 act: -0.1; GC-B act: 2; hgDAF-12 ag: 2.2; SMARCA2 act: -4

How did CS(=O)(=O)NCc1ccc(C(=O)O)cc1 do in these assays?
ADAM10 inh: 7; ssDAF-12 act: -1.0; DAX1 inh-1: 1.4; FXN GAA850 act: 0.5; NPR1 activator: -2; HGIII-sPLA2 inh: 0; DAX1 inh-2: 1.2; hcDAF-12 act: -0.7; GC-B act: 3; hgDAF-12 ag: -2.2; SMARCA2 act: 1

How did O=C(Nc1ccncc1)c1ccc(F)cc1 do in these assays?
ADAM10 inh: -8; ssDAF-12 act: -1.2; DAX1 inh-1: 0.6; FXN GAA850 act: -1.6; NPR1 activator: -3; HGIII-sPLA2 inh: 2; DAX1 inh-2: -0.7; hcDAF-12 act: 0.2; GC-B act: 2; hgDAF-12 ag: 0.6; SMARCA2 act: -3

What do the screens show for `CCCCS(=O)(=O)NC1=NCN(CCO)CN1`?
ADAM10 inh: -7; ssDAF-12 act: -1.2; DAX1 inh-1: 2.1; FXN GAA850 act: 0.8; NPR1 activator: 2; HGIII-sPLA2 inh: -3; DAX1 inh-2: -0.6; hcDAF-12 act: 0.2; GC-B act: -2; hgDAF-12 ag: 0.9; SMARCA2 act: -4

Results for CN(C(=O)c1ccccc1OCc1ccc(F)cc1)c1c(N)n(Cc2ccccc2)c(=O)[nH]c1=O ?
ADAM10 inh: -1; ssDAF-12 act: -1.0; DAX1 inh-1: 1.0; FXN GAA850 act: -2.0; NPR1 activator: -2; HGIII-sPLA2 inh: 7; DAX1 inh-2: -0.8; hcDAF-12 act: 0.6; GC-B act: -9; hgDAF-12 ag: 1.1; SMARCA2 act: -4

Results for O=C(CSc1nnc(Cc2cc(=O)[nH]c(=O)[nH]2)n1-c1ccccc1)N1CCCc2ccccc21 ?
ADAM10 inh: -5; ssDAF-12 act: -1.3; DAX1 inh-1: -0.6; FXN GAA850 act: 2.6; NPR1 activator: -1; HGIII-sPLA2 inh: -29; DAX1 inh-2: 0.0; hcDAF-12 act: -0.8; GC-B act: -2; hgDAF-12 ag: 0.6; SMARCA2 act: 1

Results for CC(C)OCCCn1c(=O)c2ccccc2n2c(CCC(=O)N3CCN(c4ccccn4)CC3)nnc12 ?
ADAM10 inh: -9; ssDAF-12 act: -1.8; DAX1 inh-1: -1.0; FXN GAA850 act: -1.4; NPR1 activator: -2; HGIII-sPLA2 inh: -4; DAX1 inh-2: -1.6; hcDAF-12 act: -2.4; GC-B act: -3; hgDAF-12 ag: -2.1; SMARCA2 act: 0

What do the screens show for `CCOC(=O)NC(=O)C(=CNc1cccc(OC)c1)C(=O)NC(=O)OCC`?
ADAM10 inh: 4; ssDAF-12 act: -0.5; DAX1 inh-1: -1.2; FXN GAA850 act: -0.1; NPR1 activator: -1; HGIII-sPLA2 inh: 6; DAX1 inh-2: -0.3; hcDAF-12 act: -0.8; GC-B act: -2; hgDAF-12 ag: -0.7; SMARCA2 act: 2

How did CCOC(=O)CNC(=O)c1cccs1 do in these assays?
ADAM10 inh: -7; ssDAF-12 act: -1.0; DAX1 inh-1: 0.4; FXN GAA850 act: 0.7; NPR1 activator: 1; HGIII-sPLA2 inh: 5; DAX1 inh-2: 0.7; hcDAF-12 act: -1.0; GC-B act: 2; hgDAF-12 ag: 0.0; SMARCA2 act: -2

Results for O=C(Nc1c(Cl)cccc1Cl)c1ccc(-c2ccccc2)cc1 ?
ADAM10 inh: 4; ssDAF-12 act: -2.0; DAX1 inh-1: 2.4; FXN GAA850 act: 2.2; NPR1 activator: 1; HGIII-sPLA2 inh: -3; DAX1 inh-2: 0.8; hcDAF-12 act: 1.7; GC-B act: 5; hgDAF-12 ag: 2.0; SMARCA2 act: 1

What do the screens show for `COc1cc2c(C(F)(F)F)c(-c3ccsc3)oc(=O)c2cc1OC`?
ADAM10 inh: -10; ssDAF-12 act: -1.3; DAX1 inh-1: 0.3; FXN GAA850 act: 0.7; NPR1 activator: -4; HGIII-sPLA2 inh: 2; DAX1 inh-2: 0.4; hcDAF-12 act: -1.0; GC-B act: -3; hgDAF-12 ag: -0.5; SMARCA2 act: -4

Results for Cc1sc(NC(=O)CN(Cc2ccc(F)cc2)C(=O)C(C)C)c(C(N)=O)c1C ?
ADAM10 inh: 8; ssDAF-12 act: -1.4; DAX1 inh-1: -1.9; FXN GAA850 act: 0.0; NPR1 activator: -2; HGIII-sPLA2 inh: 5; DAX1 inh-2: 0.1; hcDAF-12 act: -1.3; GC-B act: -1; hgDAF-12 ag: 2.6; SMARCA2 act: -2

How did COc1cc(NS(=O)(=O)c2ccc(NS(=O)(=O)c3ccc(C)cc3)cc2)nc(OC)n1 do in these assays?
ADAM10 inh: 2; ssDAF-12 act: -1.3; DAX1 inh-1: 1.1; FXN GAA850 act: 1.8; NPR1 activator: 0; HGIII-sPLA2 inh: -22; DAX1 inh-2: 0.2; hcDAF-12 act: -2.5; GC-B act: 2; hgDAF-12 ag: 2.1; SMARCA2 act: -3

Results for CCC(NC(=O)c1cc(COc2ccc(F)c(F)c2)on1)c1ccncc1 (centres undefined) ?
ADAM10 inh: 8; ssDAF-12 act: -0.6; DAX1 inh-1: 0.0; FXN GAA850 act: 0.1; NPR1 activator: 2; HGIII-sPLA2 inh: 3; DAX1 inh-2: -3.8; hcDAF-12 act: 2.2; GC-B act: 5; hgDAF-12 ag: 7.0; SMARCA2 act: 0

What do the screens show for `COc1nc(N/N=C/c2ccccc2F)nc(N2CCCCC2)n1`?
ADAM10 inh: 4; ssDAF-12 act: -0.7; DAX1 inh-1: 1.2; FXN GAA850 act: 0.8; NPR1 activator: 4; HGIII-sPLA2 inh: -2; DAX1 inh-2: -1.3; hcDAF-12 act: 1.5; GC-B act: 3; hgDAF-12 ag: 4.7; SMARCA2 act: -3

Results for CC(C)(C)n1nnnc1C(c1cccs1)N1CCN(C(=O)c2ccco2)CC1 (centres undefined) ?
ADAM10 inh: 0; ssDAF-12 act: -1.4; DAX1 inh-1: -0.8; FXN GAA850 act: 1.5; NPR1 activator: -3; HGIII-sPLA2 inh: 2; DAX1 inh-2: -0.6; hcDAF-12 act: 0.0; GC-B act: -1; hgDAF-12 ag: 0.8; SMARCA2 act: 0

How did COc1cc(-c2nnc(NC(=O)CCS(=O)(=O)c3ccccc3)o2)cc(OC)c1OC do in these assays?
ADAM10 inh: -3; ssDAF-12 act: -1.4; DAX1 inh-1: -0.3; FXN GAA850 act: 3.1; NPR1 activator: -1; HGIII-sPLA2 inh: 2; DAX1 inh-2: 1.9; hcDAF-12 act: 1.4; GC-B act: -4; hgDAF-12 ag: 0.3; SMARCA2 act: -1

Results for Cn1c(=O)[nH]c(=O)c2c1nc(N1CCCC1)n2CCO ?
ADAM10 inh: 6; ssDAF-12 act: -1.1; DAX1 inh-1: 2.9; FXN GAA850 act: 1.1; NPR1 activator: -1; HGIII-sPLA2 inh: 3; DAX1 inh-2: 0.9; hcDAF-12 act: -1.5; GC-B act: 0; hgDAF-12 ag: 0.2; SMARCA2 act: -1
